Source: PubChem (National Center for Advancing Translational Sciences (NCATS))
FUS suppressor: FUS proteinopathy suppression in yeast; Potency, µM (series often up to 76.6 µM), inactives show top-dose growth rescue (activation), hits mostly activators; 0.24% of 390,000 active; S. cerevisiae FUS-expressing, growth rescue, OD600, 24 h;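 also: potency is read from the fitted curve at half-maximal effect; plate controls were DMSO vehicle for no effect and reference control for full effect; nearly all actives have a fitted effect of over 55% in size; some results filed as inactive show a strong effect at the top dose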
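Steps: raffinose overnight preculture; dilution to OD 0.005 in 2% galactose minimal medium; compound addition (concentration series); 24hr at 30C, 99% humidity; absorbance read at 600 nm.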
PI5P4Ka inh: blocks human PI5P4K alpha kinase activity; 1.2% of 330,000 active; max response, %; PI5P4Kalpha enzyme, ADP-Glo luminescence, 60 min; stronger effect = lower value; AID 652105; P48426; active = max response of -50% or lower; inconclusive = between -30% and -50%; inactive = -30% or higher; also: value at the top dose of about 77 µM; % is scaled to controls: 0 for no effect and ±100 for the full control effect
Target sequence (P48426 whole entry, looked up): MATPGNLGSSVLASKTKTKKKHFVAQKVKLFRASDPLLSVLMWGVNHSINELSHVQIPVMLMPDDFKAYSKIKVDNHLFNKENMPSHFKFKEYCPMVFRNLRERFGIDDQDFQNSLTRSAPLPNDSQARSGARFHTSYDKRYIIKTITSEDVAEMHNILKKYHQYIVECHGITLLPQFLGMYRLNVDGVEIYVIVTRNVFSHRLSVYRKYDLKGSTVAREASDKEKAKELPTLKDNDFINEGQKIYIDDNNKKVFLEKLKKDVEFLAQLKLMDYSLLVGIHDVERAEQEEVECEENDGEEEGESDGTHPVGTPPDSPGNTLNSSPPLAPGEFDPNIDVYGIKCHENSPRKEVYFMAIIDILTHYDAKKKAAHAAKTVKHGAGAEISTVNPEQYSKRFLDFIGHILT
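PI5P4Kalpha ADP-Glo assay; 5 microM ATP final; 60 min RT reaction; HEPES pH 7.4/EGTA/CHAPS, 5% DMSO; controls lacking substrate or enzyme; luminescent end-point.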
PLK1 PBD block: blocks phosphopeptide binding to human PLK1 polo-box domain; 2.8% of 360,000 active; Potency, µM, for the others: max response, negative = inhibition, hits mostly inhibitors; Plk1 PBD binding of FITC phosphopeptide, fluorescence polarization; AID 720504; P53350; also: potency is read from the fitted curve at half-maximal effect; series mostly up to about 57 µM; % is scaled to controls: 0 for no effect and ±100 for the full control effect; nearly all actives have a fitted effect of over 65% in size
Target sequence (P53350 whole entry, looked up, the tested form may be a part): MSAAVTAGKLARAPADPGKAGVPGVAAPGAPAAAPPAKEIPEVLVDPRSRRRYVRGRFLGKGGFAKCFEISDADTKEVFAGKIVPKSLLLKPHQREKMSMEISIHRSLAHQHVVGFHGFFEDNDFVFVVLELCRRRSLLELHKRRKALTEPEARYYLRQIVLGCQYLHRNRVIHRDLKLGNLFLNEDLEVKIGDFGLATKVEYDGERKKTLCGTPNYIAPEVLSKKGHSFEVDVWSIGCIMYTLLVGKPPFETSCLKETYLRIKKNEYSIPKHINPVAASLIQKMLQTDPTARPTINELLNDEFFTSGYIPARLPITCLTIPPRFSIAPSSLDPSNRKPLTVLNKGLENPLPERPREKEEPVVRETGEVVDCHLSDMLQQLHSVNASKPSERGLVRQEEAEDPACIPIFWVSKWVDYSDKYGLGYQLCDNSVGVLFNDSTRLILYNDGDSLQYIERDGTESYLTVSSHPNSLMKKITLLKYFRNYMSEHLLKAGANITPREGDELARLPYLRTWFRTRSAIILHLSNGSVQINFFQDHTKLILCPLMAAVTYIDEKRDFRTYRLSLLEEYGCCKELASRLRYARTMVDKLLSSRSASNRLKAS
EPAC1 ag: activates human EPAC1 exchange factor; O95398; EPAC1 agonist qHTS, biochemical assay; response scale: 100% = response to 6.5 mM cAMP; Potency, µM (top dose mostly 154 µM), without a hit: top-dose activation, hits mostly activators; 0.073% of 360,000 active; AID 720707; also: potency is read from the fitted curve at half-maximal effect; nearly all actives have a fitted effect of over 60% in size
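Multi-concentration qHTS readout: loss of Rap1B-bound BODIPY-GDP fluorescence driven by 100 nM EPAC1 with excess GDP (50 uM), monitored kinetically at room temperature; agonist response expressed relative to 6.5 mM cAMP.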
Abeta yeast res: compounds reversing amyloid beta toxicity in yeast; yeast expressing A-beta42, growth rescue, OD600, 48 h; response scale: 0% DMSO, 100% iron-clioquinol control; Potency, µM (doses to about 46.1 µM), without a hit: at the highest dose growth rescue, hits mostly activators; 0.063% of 410,000 active; AID 1347071; also: potency is read from the fitted curve at half-maximal effect; nearly all actives have a fitted effect of over 55% in size
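Growth rescue measured by 600 nm absorbance after 48 h yeast culture at 30 C with compound. Values normalized between DMSO and an equimolar ferric chloride plus clioquinol control.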
IL-2 act: activators of IL-2. IL-2 activation reporter assay, cell-based qHTS; stimulated with anti-CD3/CD4/CD28 beads; in transgenic mouse T cells. activation, % (series mostly up to about 46 µM). 0.065% of 360,000 active. AID 652025; in the data active = activation above about 50%; inconclusive = mostly about 30% to 49%; also: 0% is about no effect
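Readout: EGFP and DsRed signals by fluorescent plate cytometry. Unstimulated transgenic mouse T cells received compound 60 min before antibody-bead stimulation, then incubated 18 h at 37 degrees C.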
WRN inhibitor: WRN helicase (human) inhibition; Q14191; WRN helicase unwinding, fluorescent forked duplex, kinetic; Potency, µM (series often up to 114 µM), for the others: at the top dose activity change, negative = inhibition, most hits filed as inhibitors; 0.46% of 360,000 active; AID 651768; also: potency is read from the fitted curve at half-maximal effect; % is scaled to controls: 0 for no effect and ±100 for the full control effect; nearly all actives have a fitted effect of over 55% in size
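Primary qHTS, 1536-well format. 20 nM WRN + compound, 15 min RT; start with 100 nM forked fluorophore/quencher duplex, 2 mM ATP (final); kinetic read ex 525/em 598 nm.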
EPAC1 antag: antagonists of human EPAC1; EPAC1 GEF assay, Rap1b-BODIPY-GDP exchange fluorescence; AID 720709; O95398; 0.14% of 360,000 active; Potency, µM (highest dose often 115 µM), inactives show at the highest dose activity change, negative = inhibition, actives largely listed as inhibitors;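 also: potency is read from the fitted curve at half-maximal effect; plate controls were vehicle for no effect and positive control for full effect; nearly all actives have a fitted effect of over 50% in size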
Numbers without * were called inactive; ? = inconclusive; · = no result given; [ ] = dose if it differs, or a comment. Unless noted, calls follow the shape of the dose curve; as a rule, active = well fitted curve in the direction sought with a large enough effect; inconclusive = small, poorly fitted or top-dose-only effect, or another doubt; inactive = no such curve, though single readings can be large; an effect the other way counts as inactive or inconclusive. Hits appear at their usual frequency; any-hit rate near 4.1%.

SMILES	FUS suppressor	PI5P4Ka inh	PLK1 PBD block	EPAC1 ag	Abeta yeast res	IL-2 act	WRN inhibitor	EPAC1 antag
O=C(C1CCCN(S(=O)(=O)c2cccc3nsnc23)C1)N1CC=C(c2ccccc2)CC1 (centres undefined)	?	-12	-3%	1%	6%	-3.5	0%	16%
O=C(NC1CCN(C(=O)Nc2ccccc2Cl)CC1)c1ccco1	-23%	6	0%	9%	-13%	-0.8	-1%[57.1 µM]	4%
CCCc1nnc(NC(=O)CCC(=O)N2CCCCC2)s1	-16%	-2	-1%	15%	·	-0.1	-3%	0%
Cc1ccc(N2C(=O)CC(Nc3ccc(Cl)c(S(=O)(=O)N(C)C)c3)C2=O)c(C)c1 (centres undefined)	38%	1	-5%	-1%	20%	1.0	-4%	4%
CCOc1cc(NC(=S)NCCCN2CCOCC2)c(OCC)cc1NC(=O)CC(C)C	12%	·	0%	-4%	14%	-0.6	12%	4%
O=C(O)c1cccc(N/N=C/c2ccc(-c3ccccc3)cc2)c1	13%	1	?	-5%	-19%	0.3	-9%	3%
O=C1C(=O)N(Cc2ccccc2)C(=O)N1CCOc1ccccc1	26%	-8	-28%	6%	6%	0.9	-34%	-2%
O=C(O)c1ccc(N2CCN(c3ccc(Cl)cc3)CC2)c([N+](=O)[O-])c1	23%	-18	-12%	5%	0%	0.1	-3%	-14%
CCCN=Cc1sc2ccc(OCC)cc2c1O	0%	·	-10%	4%	8%	-1.5	-8%	2%
Clc1ccc(-c2cnc(Oc3ccccc3)nc2)cc1	-16%	2	-7%	5%	24%	0.6	-6%	-13%
CSc1ccc(CN(C)C(=O)c2cc(Cl)c3c(c2)OCCO3)cc1	21%	-2	0%	8%	-6%	-0.8	-31%	-10%
CCCNC(=O)c1ccccc1NC(=O)c1ccc2c(=O)n3c(nc2c1)CCC3	?	-4	-2%	-8%	-7%	0.0	-22%	-15%
CC12CCC(C(=O)Nc3ccc(Br)cn3)(OC1=O)C2(C)C (centres undefined)	1%	2	-2%	-7%	-16%	0.7	0%	-24%
COc1ccc(CCn2c(=N)c(C(=O)NCCN3CCOCC3)cc3c(=O)n4ccccc4nc32)cc1OC	18%	2	-3%	-2%	3%	-1.5	10%	-9%
O=C(Nc1ccc(Cl)c([N+](=O)[O-])c1)c1ccc(NCCCN2CCOCC2)c([N+](=O)[O-])c1	13%	·	10%	-1%	-5%	-2.7	-15%	-9%
Cc1n[nH]c(=O)c2c(NC(=O)CSc3ccc(Br)cc3)oc(C)c12	19%	1	?	0%	-12%	-0.4	-11%	-1%
COc1ccc(-n2cnc3cc(N)ccc32)cc1	1%	·	0%	1%	11%	-2.2	19%	17%
O=C(Nc1ccc(F)cc1)c1cc2c(s1)CCCC2	-7%	-4	-7%	14%	-16%	-1.6	0%	-2%
CC(C)CCNC(=O)c1cc2c(=O)n3ccccc3nc2s1	10%	0	-4%	-17%	-8%	-0.2	-1%	-10%
CC(c1nc2scc(-c3ccccc3)c2c(=O)[nH]1)N1CCN(CC(=O)NC2CC2)CC1 (centres undefined)	34%	-4	-10%	-10%	4%	1.2	-15%	-25%
O=C(CSc1nnc(-c2ccc(C(F)(F)F)cn2)o1)Nc1ccccc1Cl	-11%	0	-11%	1%	3%	3.4	?	-24%
COc1ccc(CCNC(=O)CC2C(=O)NCCN2CC(C)(C)C)cc1 (centres undefined)	11%	3	-13%	6%	5%	-0.2	3%	11%
CCOc1cc2c(cc1/C=C/c1noc(C)c1[N+](=O)[O-])OC(C)C2 (centres undefined)	-11%	0	40%[activator]	20%	0%	21	-13%	0%
O=C(Nc1nnc(-c2ccccc2)o1)Nc1ccccc1Cl	-29%	9	0%	11%	0%	3.6	-4%	-1%
COc1ccc(S(=O)(=O)N2CCOCC2)cc1NC(=O)c1ccc(SC)cc1OC	7%	-18	2%	-16%	-12%	-3.5	-1%	3%
More records.
SMILES	FUS suppressor	PI5P4Ka inh	PLK1 PBD block	EPAC1 ag	Abeta yeast res	IL-2 act	WRN inhibitor	EPAC1 antag
Cc1cc(NC(=O)CCC(=O)N(Cc2ccco2)C(C(=O)NC2CCCC2)c2ccc(F)cc2)no1 (centres undefined)	-8%	-2	-9%	-5%	-7%	-0.8	-5%[57.1 µM]	-15%
CC(=O)N1CCc2cc(S(=O)(=O)CCC(=O)N3CCC(C)CC3)ccc21	-13%	1	-21%	4%	-4%	-0.2	-1%	-4%
COc1ccc(-c2c(C#N)c(SCC(=O)Nc3ccccc3)nc3c2CCCC3)cc1	8%	-2	-28%	6%	15%	0.3	-7%	0%
COc1ccccc1NC(=O)COC(=O)C1CC2CCCC(C1)C2=O (centres undefined)	-9%	4	-2%	-2%	5%	-0.4	10%	1%
N#C/C(=C1\CCCN1)c1nc2ccccc2c(=O)[nH]1	-6%	2	-5%	1%	-4%	0.6	2%	6%
COC(=O)[C@@]12C[C@@H](CC(=O)N3CCCC3)C(=O)N(Cc3ccc4c(c3)OCO4)C1=CCC(C)(C)C2	20%	-4	-1%	-14%	1%	0.0	5%	-8%
Clc1cccc2c1Sc1ccccc1CC2N1CCNCC1 (centres undefined)	21%	2	-9%	-5%	-18%	-7.0	5%	-18%
O=S(=O)(N/N=C/c1ccccc1F)c1ccccc1	-11%	?	15µM*	8%	-10%	-3.5	7%	-1%
Cc1ccc(C)c(S(=O)(=O)Nc2ccc(C(=O)NCCCN3CCCC3=O)cc2)c1	15%	0	-5%	-2%	10%	-3.1	-32%	11%
Cc1ccc(NCC(=O)Nc2c(C)n(C)n(-c3ccccc3)c2=O)cc1S(=O)(=O)N(C)C	4%	-1	-8%	3%	12%	0.3	0%	-24%
COc1ccc(Oc2cc(C(F)(F)F)nc(N(C)C)n2)cc1	30%	0	-7%	-3%	-6%	-0.7	-22%	-10%
Cc1ccc(NC(=O)CN(C)S(=O)(=O)c2cccc3cccnc23)cc1	2%	-1	-13%	-2%	18%	-1.8	-1%	-23%
CC(C)(C)OC(=O)N1CCCC(C(=O)Nc2ccc(C(=O)NCCc3ccccc3)cc2)C1 (centres undefined)	17%	-1	-2%	-10%	-4%	-0.3	-3%	-4%
Cc1cccc(N2CC(C(=O)OCc3ccc([N+](=O)[O-])cc3)CC2=O)c1 (centres undefined)	26%	5	-7%	8%	-13%	-1.4	-2%	-4%
CCCCSc1nc(C)cc(SCC(=O)N/N=C/c2ccccc2)n1	7%	20	1%	-7%	-18%	-4.0	1%	5%
Cc1ccccc1C(=O)NC1CCN(CC(=O)Nc2ccccc2Cl)CC1	-7%	1	3%	7%	2%	-0.2	5%	-9%
CC1=C(C(=O)OCCOc2ccccc2)C(c2ccsc2)NC(=O)N1C (centres undefined)	20%	2	4%	4%	-22%	-3.6	-1%	3%
O=C(O)c1ccc(S(=O)(=O)c2ccc3c(c2)C(=O)N(CC2CCCO2)C3=O)cc1 (centres undefined)	9%	0	3%	1%	11%	0.0	-1%	-8%
CCCSc1nnc2nc3c(nn12)c1ccccc1n3C	17%	-1	-12%	-16%	5%	-4.0	?	-15%
O=C(NC(=S)Nc1ccccc1Cl)c1cncc(C#Cc2ccccc2)c1	5%	0	-10%	1%	-1%	-0.1	5%	12%
O=C(CCNS(=O)(=O)c1ccccc1)N1CCCC1	-18%	-13	-2%	-15%	-15%	-5.8	3%	-24%
Cc1ccc(S(=O)(=O)N2CCC(=O)N(C(COCc3ccccc3)C(C)C)CC2)cc1 (centres undefined)	21%	-3	-2%	-2%	-1%	0.8	3%	-17%
CSc1nsc(/C=C/Nc2ccc(C(=O)O)cc2)c1C#N	26%	-17	?	-3%	-2%	-5.3	-6%	8%
Cc1ccc(CNS(=O)(=O)c2ccc3oc(C(=O)O)c(C)c3c2)cc1	13%	·	0%	-2%	28%	1.6	1%	13%
COc1ccccc1C(=O)NNC(=O)c1cc2ccccc2cc1O	-14%	-17	-13%	5%	-9%	-2.6	7%	-11%

The last 2 records of the section above are carried over, then new ones follow:
SMILES	FUS suppressor	PI5P4Ka inh	PLK1 PBD block	EPAC1 ag	Abeta yeast res	IL-2 act	WRN inhibitor	EPAC1 antag
Cc1ccc(CNS(=O)(=O)c2ccc3oc(C(=O)O)c(C)c3c2)cc1	13%	·	0%	-2%	28%	1.6	1%	13%
COc1ccccc1C(=O)NNC(=O)c1cc2ccccc2cc1O	-14%	-17	-13%	5%	-9%	-2.6	7%	-11%
O=C(O)c1ccc(-n2cc(-c3cc4ccccc4oc3=O)[nH]c2=S)cc1	16%	-21	?	-1%	-3%	0.5	-5%[11.6 µM]	8%
Cn1c(=O)c2ccccc2n(CC(=O)NCCC2=CCCCC2)c1=O	4%	0	-5%	-1%	-3%	1.2	6%	20%
O=C(COCc1ccccc1)N[C@@H]1c2ccccc2CC[C@H]1OCc1ccccc1	5%	17	-3%	-2%	0%	0.6	-8%	0%
CCOC(=O)C1=CCC2C(=O)N(Cc3ccccc3)C(=O)C12 (centres undefined)	-7%	-8	-3%	-13%	-19%	-0.2	-8%	-8%
CC(C)CNC(=O)C1C2C=CC(C2)C1C(=O)O (centres undefined)	10%	-1	-4%	2%	2%	-2.5	3%	-10%
Cc1cccc(C(=O)OCC(=O)N2CC(C)CC(C)C2)c1C (centres undefined)	14%	-4	-1%	-1%	-7%	0.9	3%	14%
CC1OC2C(OC1C)N(S(C)(=O)=O)CCN2S(C)(=O)=O (centres undefined)	·	13	-6%	-6%	15%	-0.2	-2%	-6%
O=C(CN1CCSC1=O)Nc1ccc(N2CCOCC2)cc1	28%	-3	-3%	5%	0%	0.1	-6%	3%
C/C(=N\NC(N)=S)C1(C)CCCCC1	-12%	2	-12%	6%	24%	-1.8	-3%	-2%
O=c1[nH]c(SCc2ccccc2[N+](=O)[O-])nc2nc[nH]c12	-26%	-26	0%	13%	-7%	-0.7	-13%	4%
CC(=O)c1cccc(NS(=O)(=O)N2CCCCC2)c1	-10%	4	3%	-8%	-8%	-0.2	-11%	9%

Part of the list above in order of molecular weight, ascending:
SMILES	FUS suppressor	PI5P4Ka inh	PLK1 PBD block	EPAC1 ag	Abeta yeast res	IL-2 act	WRN inhibitor	EPAC1 antag
COc1ccc(-n2cnc3cc(N)ccc32)cc1	1%	·	0%	1%	11%	-2.2	19%	17%
Cc1cccc(C(=O)OCC(=O)N2CC(C)CC(C)C2)c1C (centres undefined)	14%	-4	-1%	-1%	-7%	0.9	3%	14%
COc1ccccc1NC(=O)COC(=O)C1CC2CCCC(C1)C2=O (centres undefined)	-9%	4	-2%	-2%	5%	-0.4	10%	1%
Cc1ccccc1C(=O)NC1CCN(CC(=O)Nc2ccccc2Cl)CC1	-7%	1	3%	7%	2%	-0.2	5%	-9%
Cc1n[nH]c(=O)c2c(NC(=O)CSc3ccc(Br)cc3)oc(C)c12	19%	1	?	0%	-12%	-0.4	-11%	-1%
